# TROY signal inh: TROY signaling inhibition | hit rate 0.98% among 360,000 | inhibition, % at 10 µM | Q293 LMP1-TROYcd NF-kB luciferase reporter, 4 h | AID 1347056;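 active = compounds whose plate-normalised and pattern-corrected inhibition of the luciferase reporter signal at the single screening dose is 50% or more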
# NR5A2 inv ag: NR5A2 inverse agonism in reporter assay; O00482; HEK293T StAR-luciferase reporter, LRH-1 transfected, 24 h; inhibition, % at 3.6 µM; hit rate 0.13% among 360,000; AID 602396;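 active = inhibition above the mean inhibition of all tested compounds plus 3 SD, cut at about 73% in these data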;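 note: 0% = DMSO wells and 100% = reporter-only cells lacking LRH-1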
# Target sequence (O00482 whole entry, looked up): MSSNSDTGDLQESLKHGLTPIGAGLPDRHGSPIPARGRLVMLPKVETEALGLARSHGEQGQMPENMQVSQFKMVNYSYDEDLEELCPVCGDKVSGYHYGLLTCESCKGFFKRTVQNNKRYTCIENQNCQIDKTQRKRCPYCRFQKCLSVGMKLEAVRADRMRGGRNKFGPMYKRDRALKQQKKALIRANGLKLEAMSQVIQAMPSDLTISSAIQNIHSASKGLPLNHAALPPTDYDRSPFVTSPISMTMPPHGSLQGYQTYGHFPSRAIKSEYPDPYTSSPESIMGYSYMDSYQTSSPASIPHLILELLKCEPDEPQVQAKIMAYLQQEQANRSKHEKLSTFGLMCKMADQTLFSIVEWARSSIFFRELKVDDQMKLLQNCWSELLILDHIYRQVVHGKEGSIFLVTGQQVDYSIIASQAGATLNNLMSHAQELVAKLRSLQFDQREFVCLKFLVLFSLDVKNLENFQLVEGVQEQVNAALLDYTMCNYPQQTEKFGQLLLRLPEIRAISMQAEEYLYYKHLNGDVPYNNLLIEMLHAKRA
# NCOA2 inhibitor: human SRC2 (NCOA2) inhibition; HEK293 GAL4-SRC2 luciferase reporter, luminescence; AID 651957; inhibition, % at 9 µM; Q15596; hit rate 0.17% among 370,000;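 active = inhibition above the mean inhibition of all tested compounds plus 3 SD, set per campaign, cut at about 52% in these data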;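 note: 0% = DMSO treated cells and 100% = cells given Gossypol at 36 µM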
# NCOA3 inh: human NCOA3 inhibition. HEK293 GAL4-SRC3 luciferase reporter, luminescence. hit rate 0.17% among 360,000. AID 588352. Q9Y6Q9. inhibition, % at 3.6 µM;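 active = inhibition above a per-campaign cutoff, the mean of all compounds plus 3 SD, cut at about 60% in these data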;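 note: 0% = DMSO-treated cells and 100% = gossypol-treated cells at 36 µM; higher means less SRC3-driven luciferase light from the GAL4 reporter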
# CF NFkB inh: cystic fibrosis NF-kB activation inhibition | KKLEB NF-kB-GFP reporter, PAF-induced, GFP fluorescence overnight | inhibition, % at 5 µM | hit rate 0.86% among 360,000;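 active = at least 50% inhibition at 5 µM, scaled per plate between neutral and stimulator controls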;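 note: PAF is a Pseudomonas aeruginosa culture filtrate used as stimulus; plate controls were PAF-stimulated DMSO wells for no effect and unstimulated DMSO wells for full effect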
# TRAIL sens C8: sensitizes caspase-8 expressing cells to TRAIL; NB7+C8 cells + TRAIL, ATPlite viability luminescence; inhibition (viability loss, TRAIL sensitization), % at 10 µM; hit rate 1% among 360,000;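 active = compounds causing at least 50% loss of cell viability in the single-dose screen, relative to plate controls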
# NR2F2 inh: NR2F2 (human) inhibition, primary screen. P24468. HEK293T NGFI-A luciferase reporter, luminescence. inhibition, % at 8.6 µM. hit rate 0.7% among 370,000;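 active = inhibition above a per-plate cutoff, mean inhibition of test wells between control levels plus 3 SD, cut at about 38% in these data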;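 note: cells cotransfected with COUP-TFII expression vector driving the NGFI-A reporter; 0% = median of COUP-TF2 test wells and 100% = reporter-only cells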
# Target sequence (P24468 whole entry, looked up): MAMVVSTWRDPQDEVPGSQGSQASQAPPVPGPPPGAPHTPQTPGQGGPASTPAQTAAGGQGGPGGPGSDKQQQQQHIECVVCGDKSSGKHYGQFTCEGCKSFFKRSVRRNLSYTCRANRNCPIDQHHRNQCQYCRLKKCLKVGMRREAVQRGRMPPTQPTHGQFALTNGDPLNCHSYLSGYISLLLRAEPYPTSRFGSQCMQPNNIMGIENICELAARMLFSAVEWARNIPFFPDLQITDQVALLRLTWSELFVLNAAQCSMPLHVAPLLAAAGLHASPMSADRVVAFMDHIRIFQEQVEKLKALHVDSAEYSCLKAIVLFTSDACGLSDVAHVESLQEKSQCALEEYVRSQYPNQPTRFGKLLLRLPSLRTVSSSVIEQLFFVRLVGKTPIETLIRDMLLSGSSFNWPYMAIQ
# TWEAK-Fn14 inh: blocks TWEAK-Fn14 interaction in a reporter cell assay; hit rate 2% among 360,000; inhibition, % at 10 µM; TWEAK-stimulated Fn14 reporter cells, luciferase luminescence, 8 h; AID 1159606; in the data active = inhibition above about 50%
# LMP1 NFkB inh: inhibitors of Epstein-Barr LMP1-induced NF-kappaB reporter. hit rate 0.69% among 350,000. LMP1-induced NF-kappaB luciferase reporter cells, luminescence. inhibition, % at 12.5 µM; in the data active = inhibition above about 41%;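 note: 0% = neutral control wells and 100% = reference inhibitor control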
# KKLEB cytotox: counter-screen for CF NF-kB inhibitors: cytotoxicity; hit rate 0.36% among 360,000; activity change (cytotoxicity), % at 5 µM; KKLEB CF airway cells viability, ATPlite luminescence, overnight; hits give low values; cells stimulated with P. aeruginosa culture filtrate; AID 602141;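 active = corrected activity change at or below -50% at 5 µM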
# SRC1 inh: human NCOA1 inhibition; inhibition, % at 3.6 µM; hit rate 0.12% among 360,000; HEK293 GAL4-SRC1 luciferase reporter, luminescence; Q15788; AID 588354;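 active = inhibition above the campaign mean plus 3 SD, with each screening campaign given its own cutoff, cut at about 60% in these data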;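 note: 0% = DMSO treated cells and 100% = gossypol at 36 µM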
# The depositor's hits bear a star; · = not tested or not shown. Not a hit list; overall some 4.2% were active at least once.
SMILES,TROY signal inh,NR5A2 inv ag,NCOA2 inhibitor,NCOA3 inh,CF NFkB inh,TRAIL sens C8,NR2F2 inh,TWEAK-Fn14 inh,LMP1 NFkB inh,KKLEB cytotox,SRC1 inh
CCN(CC)CCNC(=O)Cc1c(C(=O)O)n(CC)c2ccccc12,-7,14,-9,8,-2,-11,4,1,6,10,-10
O=C(NCCNS(=O)(=O)c1cccc(C(F)(F)F)c1)c1cc(OCC(F)(F)F)ccc1OCC(F)(F)F,-14,18,-24,14,-3,-7,0,-28,-8,-4,-10
O=C(c1ccc2ccccc2c1)N1CCN(c2ccc([N+](=O)[O-])c(N3CCOCC3)c2)CC1,7,11,-6,13,0,9,17,-19,-6,-18,-3
CCn1c(=O)c2cc(C(=O)N3CCN(C)CC3)sc2c2ccccc21,7,-19,5,-10,-24,-8,13,-14,3,7,-4
COc1cc(-c2csc(NC3CCCCC3)n2)cc(OC)c1OC,13,6,5,10,-13,-18,-25,50,6,5,8
Cc1ccc(S(=O)(=O)NCC(=O)OCc2ccccc2)cc1,8,5,-2,10,9,6,-16,3,4,8,-22
CCN1C(=O)[C@H]2[C@H]3CN=C(SCc4ccccc4)N3[C@@](CC)(C(=O)OC)[C@H]2C1=O,-9,-15,-10,-15,-17,-7,-7,11,-4,10,-6
COc1cccc(C=C2Cc3ccccc3C2=O)c1,-36,-28,-56,-21,-26,-2,-9,-11,·,-11,-31
Cc1ccc(S(=O)(=O)N2CCOCC2)cc1NC(=O)CSc1nc(N)cc(=O)[nH]1,6,20,-4,17,15,-27,9,-2,5,0,-6
COc1cc(/C=C2/SC(=S)N(CC3CCCO3)C2=O)ccc1O (stereo not drawn),45,-23,-51,-10,-4,3,-16,-11,0,2,-29
CC(=O)c1c(C)[nH]c(C(=O)NCc2ccccc2)c1C,6,-21,-13,6,1,27,2,3,-6,1,10
C=CCNC(=O)C(C#N)c1nc2ccccc2nc1N1CCCCCC1 (stereo not drawn),15,9,-18,-26,-28,-1,2,12,2,-8,-32
CC(C)C(=O)Nc1c(-c2ccccc2Cl)c(=O)c2ccccc2n1C,-10,-18,-11,3,11,16,0,9,3,12,3
O=C(Oc1cccnc1)c1ccc(Cl)cc1,10,2,-2,14,13,4,10,-5,0,-2,16
CCOCC(=O)Nc1nc(-c2ccccc2)c(CC)s1,-10,7,-18,6,-8,-5,5,-12,4,1,2

# Some of the entries so far, tab-delimited:
molecule	TROY signal inh	NR5A2 inv ag	NCOA2 inhibitor	NCOA3 inh	CF NFkB inh	TRAIL sens C8	NR2F2 inh	TWEAK-Fn14 inh	LMP1 NFkB inh	KKLEB cytotox	SRC1 inh
COc1cc(/C=C2/SC(=S)N(CC3CCCO3)C2=O)ccc1O (stereo not drawn)	45	-23	-51	-10	-4	3	-16	-11	0	2	-29
CC(=O)c1c(C)[nH]c(C(=O)NCc2ccccc2)c1C	6	-21	-13	6	1	27	2	3	-6	1	10
C=CCNC(=O)C(C#N)c1nc2ccccc2nc1N1CCCCCC1 (stereo not drawn)	15	9	-18	-26	-28	-1	2	12	2	-8	-32

# Remaining list, next part.
SMILES,TROY signal inh,NR5A2 inv ag,NCOA2 inhibitor,NCOA3 inh,CF NFkB inh,TRAIL sens C8,NR2F2 inh,TWEAK-Fn14 inh,LMP1 NFkB inh,KKLEB cytotox,SRC1 inh
Cc1nc2ccc(NC(=O)c3ccc(Cl)nc3)cc2s1,-10,-43,-7,-6,0,-46,-5,1,-1,11,-10
COc1ccccc1CN1CCNC(=O)C1CC(=O)NC1CCCCCC1 (stereo not drawn),1,0,-12,-10,-9,13,10,13,4,1,-21
CCOC(=O)CSCc1c(C#N)c2ccccc2n1C,-28,-18,-13,6,0,-1,9,-7,-3,-3,-15
O=C1CSC(c2ccccc2F)N1 (stereo not drawn),-1,-2,-103,16,16,-18,-36,0,2,-5,21
O=C(N/N=C/c1ccc(-c2ccc(Cl)c(C(=O)O)c2)o1)c1cc2c(ccc3ccccc32)o1,7,11,2,10,28,8,14,14,-3,-7,-16
COc1ccccc1CNC(=O)c1ccc2c(=O)n(CCCN3CCCC3=O)c(=S)[nH]c2c1,13,0,-37,7,1,-23,-16,2,3,8,6
COc1cccc(-n2c(SCC(=O)OC(C)C)nnc2-c2cccnc2)c1,-12,24,10,10,-5,2,6,-7,-18,-4,-8
CCOc1ccc(CCNC(=O)COC(=O)c2ccc(C)s2)cc1OCC,2,14,4,-9,14,-10,17,-2,-15,-1,-15
COc1ccc(CCN2C(=O)CC(Cc3ccc(C)cc3)C2=O)cc1OC (stereo not drawn),5,12,13,20,-2,-2,8,-6,-7,4,-3
CCn1cc(S(=O)(=O)Nc2cc(F)ccc2C)cn1,23,0,-15,7,0,-4,17,2,-4,-4,-20
CCO[C@H]1OC(C(=O)N2CCN(Cc3ccc4c(c3)OCO4)CC2)=C[C@@H](c2ccc(Br)cc2)[C@@H]1CCCO,24,-1,30,-4,0,10,-14,12,5,-8,-1
O=C1NC[C@@H](CCCCN2C[C@H](Cc3ccc(O)cc3)N(CCc3ccccc3)C(=O)C2=O)N(CCC2CCCCC2)C1=O,-5,-22,20,·,·,9,-13,6,·,·,·
Cc1nn(C)c(C)c1NS(=O)(=O)c1ccccc1,·,7,4,-2,-8,2,11,29,-8,1,-67
O=C(COC(=O)C1=COCCO1)Nc1ncc(Cl)cc1Cl,-2,-8,-1,-3,15,-8,2,-11,-8,-9,12
COC(=O)c1ccc(N=NNc2cccc(Br)c2)cc1,-36,-93,-60,-50,9,4,-20,-16,-56,5,-74
CC(C)c1nc(N2CCN(C(=O)c3ccccc3)CC2)c(C#N)c2c1COC(C)(C)C2,5,0,-5,13,33,6,-1,-2,-2,-11,7
COc1ccc(CCNC(=O)c2cc([N+](=O)[O-])cc([N+](=O)[O-])c2)cc1OC,17,10,-6,6,-1,7,-8,-7,3,4,-5
CCOC(=O)C1=C(C)N(C[C@@H]2CC[C@@H](Cc3ccc(-c4ccccc4)cc3)O2)C(=O)NC1c1cccc([N+](=O)[O-])c1 (stereo partly drawn),17,-1,-10,4,21,6,3,15,-2,4,-11
COCCCNC(=S)N1CCN(c2nc(-c3cccc(OC)c3)cs2)CC1,-21,3,-32,0,-8,1,-6,-8,10,11,-5
CCOc1ccc(C(=O)C(C)OC(=O)c2cnc(C)cn2)cc1 (stereo not drawn),-36,7,12,-10,-5,-10,7,-3,1,16,-9
CC(C)n1nc(C(=O)OCC(=O)N(C)C2CCS(=O)(=O)C2)c2ccccc2c1=O (stereo not drawn),1,7,13,-4,-1,4,24,13,-4,-8,-6
O=C(CN1C(=O)NC(Cc2ccccc2)C1=O)NC(=O)NC1CCCCC1 (stereo not drawn),9,-4,-26,8,-23,-12,-6,1,-5,7,7
COc1ccc2oc(C(F)(F)C(F)F)cc(=O)c2c1,2,-14,-3,18,16,7,-3,5,-2,-3,-19
CCC(=O)Nc1ccc(S(=O)(=O)N2CCc3ccccc32)cc1,18,14,26,14,-13,-8,-2,6,-6,-11,6
CCCc1cc(=O)oc2cc(C)cc(OCC(=O)Nc3cccnc3)c12,4,41,13,5,-18,6,-9,-26,0,-3,-9
O=S(=O)(CCNCc1ccccc1)NC1CCCCC1,0,-16,-12,-11,11,-12,-10,3,3,2,-10
C=CCOC(=O)Nc1c(C(=O)OC)[nH]c2ccc(Cl)cc12,4,-10,-17,-1,-5,-7,5,-2,4,-12,-8
Cn1c(OCc2cccnc2)nc2c1c(=O)n(Cc1ccc(Cl)cc1)c(=O)n2C,23,-5,2,18,25,8,16,26,7,-4,11
COc1cccc(CN2CCNC(=O)C2CC(=O)NCCn2ccc3ccccc32)c1OC (stereo not drawn),14,5,-25,9,0,-1,17,0,5,2,0
Cc1cccc(/C=C(\c2nc3ccccc3[nH]2)S(=O)(=O)c2ccccc2)c1,10,44,64*,17,55*,-21,33,75*,10,-25,-37
Cc1ccc(C(=O)NCC(=O)NCCCc2ccccc2)cc1,9,9,-14,-3,-2,0,-6,20,-1,0,-6
Cc1nc(C)c(-c2csc(Nc3ccc(O)cc3C)n2)s1,4,-11,24,-2,-18,-2,-24,-23,4,7,0
O=C(O)CCC(=O)Nc1ccc(Br)cc1C(=O)c1ccccc1,-18,16,-1,9,-19,-16,9,-4,10,-3,-5
Cc1ccnc(NS(=O)(=O)c2ccc(NC(=O)COc3ccccc3)cc2)n1,-5,-8,-14,9,1,-7,-10,-2,-2,10,3
CC1CCN(C(=O)c2ccc(S(=O)(=O)Cc3ccccc3F)c([N+](=O)[O-])c2)CC1,16,15,20,28,41,7,-8,63*,12,-28,3
O=C(NCC1CCCO1)C(c1ccc(F)cc1)N(Cc1ccc(F)cc1)C(=O)Cn1nnc(-c2cccs2)n1 (stereo not drawn),-15,-1,-17,-5,3,11,-5,8,5,-9,-3
O=C(COc1ccccc1Cl)Nc1cccnc1,-50,-88,-52,-73,-14,9,-43,-22,0,4,-71
CC(=O)c1cn(CCCCCCCn2cc(C(C)=O)c(=O)[nH]c2=O)c(=O)[nH]c1=O,9,9,-19,1,-3,-8,4,7,7,-7,-24
O=C(COC(=O)/C=C/c1ccc([N+](=O)[O-])cc1)NCc1ccco1,18,-4,-26,7,-11,-3,-4,2,19,5,3
c1ccc2[nH]c(CCCCCc3nc4ccccc4[nH]3)nc2c1,-1,11,6,1,-11,4,16,-9,·,4,-12
CC1(C)CN=C(NC2CCCCC2)S1,3,3,-16,-1,-1,-25,-9,12,-10,-2,-6
Cc1ncc([N+](=O)[O-])n1S(=O)(=O)c1ccc2c(c1)OCCO2,-1,8,-25,1,-4,7,-7,1,1,22,4
NC(=O)c1ccc(Oc2ccc(-c3nnco3)cc2)c([N+](=O)[O-])c1,4,3,10,-3,-2,19,24,22,6,-1,-8
CCCCNC(=O)C1(O)c2cc(Br)ccc2NC(=O)N1c1cccc(OC)c1 (stereo not drawn),1,2,-10,14,7,1,-16,-10,2,-9,10
COc1cccc(CNC(=O)c2ccc(OCC(=O)N3CCOCC3)c(OC)c2)c1,-1,8,-22,19,6,-7,-8,-28,6,-6,-3
O=C(NC1CCCCC1)N1CCN(C2CCCCC2)CC1,5,-14,·,2,5,0,·,-16,3,-1,-19
COc1cccc(CNc2nc3ccccc3n2CCN2CCCCC2)c1,-5,-46,8,23,-4,17,-15,-12,-4,-13,2
CCOC(=O)CCSc1n[nH]c(=S)s1,7,10,9,-7,8,-15,3,-8,-3,-1,8
CS(=O)(=O)N1CCc2cc(S(=O)(=O)Nc3ccc4c(c3)OCCO4)ccc21,30,30,13,25,1,2,26,8,-1,1,21
CCOc1ncccc1C(=O)N(C)CC(=O)Nc1ccc(C)cc1,4,17,-10,17,-11,2,3,-11,8,8,9
Cc1ccccc1CSCC1Nc2ccc(C(=O)NCCc3ccccc3)cc2NC1=O (stereo not drawn),0,-40,-12,-19,-2,1,-3,4,-4,9,-9
O=C(CCC(=O)c1cccs1)OCC(=O)N1CCN(S(=O)(=O)c2ccccc2)CC1,10,21,2,10,-26,-15,0,4,4,-5,-21
O=C(NCCCn1ccnc1)C(=O)NCc1ccccc1,-1,3,2,4,12,2,-20,4,19,-10,1
NCCCC[C@@H](C(=O)NCCCCCCCCCCC(=O)N1CCNCC1)n1cc(CCO)nn1,7,-1,-22,1,-2,7,1,3,-5,7,-4
